KCNK3 block: human KCNK3 channel inhibitors, primary screen, CHO cells, FluxOR thallium flux, B-score; Potassium channel subfamily K member 3 (Homo sapiens), O14649; FluxOR fluorescence; stronger effect = lower value; B-score at 10 µM; hit rate 0.84% among 340,000;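 active means B-score under library mean minus 4 SD, starting fluorescence ratio at most library mean plus 5 SD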;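 further: more negative B-score means stronger inhibition of thallium flux through KCNK3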
GSK3B inh: human GSK3beta kinase inhibitors, primary screen, biochemical, cell-free homogeneous, HTS; Glycogen synthase kinase-3 beta (Homo sapiens), P49841; GST-GSK3beta kinase, ADP-Glo luminescence, 60 min; stronger effect = lower value; activity score (negative = inhibition), % at 10 µM; hit rate 0.038% among 300,000;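 active means more than half of replicate wells score below -50%, meaning over 50% inhibition versus plate controls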;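 further: 0% = median DMSO wells and -100% = median GW8510 positive control wells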
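Test system: GST-tagged human GSK3beta kinase, cell-free; evaluation: activity score scaled between in-plate DMSO and GW8510 controls; measured by: ADP-Glo luminescence; incubation: 60 min reaction, RT; benchmarks: DMSO and 20 µM GW8510; reagent: peptide substrate plus 25 µM ATP (final); medium: Tris/MgCl2 kinase buffer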
PolyA inh: polyadenylation inhibitors in yeast reporter cells, primary screen, luminescence, S. cerevisiae | calls only at 12 µM | hit rate 0.02% among 300,000 | S. cerevisiae SKY197-pL101 polyadenylation reporter, beta-gal luminescence; efflux-impaired pdr1/pdr3 knockout yeast; score 100 = 6 SD above DMSO | AID 1875, 2009;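 active means lowest replicate activity score at least 50, where 100 means six control SD above control mean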;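 further: yeast exposed to compound for 9 h at 30 °C; higher score means more reporter readthrough which indicates perturbed polyadenylation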
GSK3A inh: blockers of GSK3A enzyme activity – biochemical, luminescence, cell-free homogeneous, HTS, primary screen; GSK-3 alpha kinase, ADP-Glo luminescence, 60 min; Glycogen synthase kinase-3 alpha (Homo sapiens), P49840; hit rate 0.1% among 320,000; inhibition, % at 10 µM;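 in the data active means inhibition above about 50%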;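 further: GST-tagged GSK-3 alpha with peptide substrate and 25 µM ATP; 0% = DMSO neutral wells and 100% = GW8510 positive control wells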
KCNQ1 pot: potentiators or activators of KCNQ1 channel, primary screen, cell-based, thallium flux, high-throughput. Potassium voltage-gated channel subfamily KQT member 1 (Homo sapiens), P51787. B-score at 10 µM. AID 2648, 2010. CHO-K1 KCNQ1, thallium flux FluxOR fluorescence; stronger effect = higher value. hit rate 0.35% among 310,000;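 active means fluorescence ratio B-score, a plate-corrected score, at least three library SD, with initial intensity B-score within 5 SD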
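assay system = CHO-K1 cells stably expressing KCNQ1 | medium = assay buffer, equal DMSO in all wells | timing = 37 °C overnight plating, 90-min dark dye load, 20-min compound pretreatment | measured by = kinetic FluxOR thallium fluorescence, 10-s 1-Hz baseline, 110-s post-stimulus read | measure = fluorescence change relative to baseline, converted to B score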
HDAC3 inh: HDAC3 deacetylase inhibitors, primary screen, biochemical, fluorescence, cell-free homogeneous; Histone deacetylase 3 (Homo sapiens), O15379; recombinant HDAC3, fluorogenic peptide/trypsin coupled; inhibition, % at 8.3 µM; hit rate 0.15% among 320,000; AID 2718, 2010; in the data active means inhibition above about 26%, passing the limit was not always enough
KCNK9 inh: KCNK9 potassium channel inhibitors, primary screen, HEK293 cells, thallium flux; Potassium channel subfamily K member 9 (Homo sapiens), Q9NPC2; FluxOR thallium flux fluorescence; stronger effect = lower value; B-score at 10 µM; hit rate 1.2% among 310,000; AID 488922, 2010;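 active means ratio B-score over 3 SD below the library mean, with starting fluorescence within 5 SD of its mean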;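 further: negative B-score means less thallium flux so channel inhibition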
DYRK1A inh: rat Dyrk1A kinase inhibitors, primary screen, biochemical, single point, plate reader; inhibition, % at 12.5 µM; AID 504441, 2011; ADP-Glo luminescence, NFATc1 peptide; hit rate 0.43% among 310,000; in the data active means inhibition above about 50%;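 further: plate controls were vehicle with enzyme for no effect and no enzyme for full effect; many of its hits are not listed in these tables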
hERG rescue: hERG rescue from dofetilide block, primary screen, cell-based, CHO-hERG, FluxOR thallium flux, dofetilide IC70; dofetilide IC70 present; activation (rescue from dofetilide block), less the hit threshold, % at 10 µM; hit rate 0.51% among 310,000;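 active means activation above the mean of controls blocked by dofetilide plus 5 SD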;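 further: thallium influx through hERG after potassium depolarization seen as dye fluorescence rise; in these data hits start at about 4.7%; inactives centre near -7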
Target sequence (Q12809 whole entry, looked up): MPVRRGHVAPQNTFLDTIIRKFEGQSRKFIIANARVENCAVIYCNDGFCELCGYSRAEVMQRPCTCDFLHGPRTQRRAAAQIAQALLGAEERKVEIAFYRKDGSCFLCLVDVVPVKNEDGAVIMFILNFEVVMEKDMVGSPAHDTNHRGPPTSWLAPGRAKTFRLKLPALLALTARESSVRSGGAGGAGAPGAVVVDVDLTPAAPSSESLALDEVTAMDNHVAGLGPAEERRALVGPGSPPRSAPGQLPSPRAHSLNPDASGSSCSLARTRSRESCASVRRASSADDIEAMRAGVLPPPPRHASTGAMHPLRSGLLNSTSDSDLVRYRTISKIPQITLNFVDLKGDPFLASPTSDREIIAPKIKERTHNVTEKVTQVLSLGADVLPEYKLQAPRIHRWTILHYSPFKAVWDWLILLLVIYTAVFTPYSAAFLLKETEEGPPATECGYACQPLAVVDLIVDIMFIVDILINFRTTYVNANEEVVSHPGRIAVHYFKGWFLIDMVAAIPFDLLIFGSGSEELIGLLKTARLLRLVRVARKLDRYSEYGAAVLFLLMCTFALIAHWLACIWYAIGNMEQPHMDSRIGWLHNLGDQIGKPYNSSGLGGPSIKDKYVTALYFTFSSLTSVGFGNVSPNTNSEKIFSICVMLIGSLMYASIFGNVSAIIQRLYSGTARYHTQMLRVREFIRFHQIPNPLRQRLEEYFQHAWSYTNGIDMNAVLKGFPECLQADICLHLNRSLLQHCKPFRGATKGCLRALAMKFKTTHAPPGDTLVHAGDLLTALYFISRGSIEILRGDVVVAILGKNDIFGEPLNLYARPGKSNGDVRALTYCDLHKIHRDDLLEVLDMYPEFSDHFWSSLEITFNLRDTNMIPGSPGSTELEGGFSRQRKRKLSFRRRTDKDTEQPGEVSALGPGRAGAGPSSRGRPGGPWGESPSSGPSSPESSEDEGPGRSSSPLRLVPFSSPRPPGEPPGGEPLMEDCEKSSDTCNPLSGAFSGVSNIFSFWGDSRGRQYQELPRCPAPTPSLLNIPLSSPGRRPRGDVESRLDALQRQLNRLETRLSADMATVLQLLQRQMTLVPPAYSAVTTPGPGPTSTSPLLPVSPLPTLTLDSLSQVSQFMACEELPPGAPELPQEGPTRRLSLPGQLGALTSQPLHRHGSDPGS
RGS4 pot: RGS4 potentiators or activators, primary screen, cell-based, HEK293 M3R inducible RGS4, calcium flux | carbachol calcium flux Fluo4; stronger effect = lower value | B-score at 10 µM | hit rate 0.92% among 310,000 | AID 463111, 2010;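 active means B-score of the integrated calcium signal more than 4 SD below the library mean, with starting fluorescence not abnormally high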;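 further: negative B-score means reduced calcium response which marks RGS4 activation or potentiation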
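Material: M3R-expressing HEK293 line, RGS4 induced by doxycycline | Schedule: Overnight RGS4 induction, 30 min dye load 37 °C, 20 min compound RT | Measured by: Fluo4 fluorescence kinetic imaging of calcium | Read-out: Integrated calcium ratio converted to B score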
KCNQ1 inh: inhibitors of human KCNQ1 channel, primary screen, cell-based, thallium flux, high-throughput | B-score at 10 µM | hit rate 1.3% among 310,000 | CHO-K1 KCNQ1, FluxOR thallium flux fluorescence; stronger effect = higher value | AID 2642, 2010;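 active means compounds whose thallium flux B-score, printed positive for inhibition, exceeds three library SD while starting fluorescence stays within three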;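 further: channel opened by potassium depolarization with thallium stimulus after 20 min compound exposure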
Numbers without * were called inactive; i = inactive; x = no result given; & = joins results of further samples. An excerpt; the hit share may differ from the screen's.

SMILES	KCNK3 block	GSK3B inh	PolyA inh	GSK3A inh	KCNQ1 pot	HDAC3 inh	KCNK9 inh	DYRK1A inh	hERG rescue	RGS4 pot	KCNQ1 inh
O=c1[nH]c2ccc(S(=O)(=O)N3CCN(c4ccc(F)cc4)CC3)cc2o1	i	1	i	-4	i	3	i	-9	-6	i	i
CNc1ccc([N+](=O)[O-])cc1C(=O)O	i	2	i	-2	i	x	i	4	-11	i	i
Cc1ccc(C(c2sc3nc(C)nn3c2O)N2CCN(c3ccc(F)cc3)CC2)cc1 (configuration not stated)	i	-1	i	-7	i	4	i	-2	-5	i	i
COCCNC(=O)C1CCC(CNS(=O)(=O)c2ccc(F)cc2)CC1 (configuration not stated)	i	2	i	-4	i	-3	i	0	-5	i	i
O=C(CN1CCN(S(=O)(=O)c2ccccc2[N+](=O)[O-])CC1)Nc1ccc(N2CCOCC2)cc1	i	-1	i	-1	i	0	i	-10	-9	i	i
O=C(O)C1Cc2ccccc2CN1C(=O)c1ccccc1 (configuration not stated)	i	0	i	-3	i	-1	i	-8	-7	i	i
CCOC(=O)c1ccc(NC(=O)CCc2nc(-c3ccccc3)no2)cc1	i	1	i	-3	i	-3	i	6	-11	i	i
Cn1ncc(Br)c1C(=O)Nc1ccc(F)cc1F	i	-2	i	-2	i	-7	i	4	-9	i	i
Cn1nnnc1SCC(=O)Nc1cccc([N+](=O)[O-])c1	i	2	i	-4	i	-3	i	-2	-8	i	i
O=C(c1cc(COc2ccc(-n3cncn3)cc2)on1)N1CCCC1	i	1	i	3	i	-6	i	2	-1	i	i
NC(=O)Cn1cc(/C=N\NS(=O)(=O)c2cccc([N+](=O)[O-])c2)c2ccccc21	i	5	i	-3	i	-4	i	3	-3	i	i
CCCCn1nnnc1SCC(=O)Nc1ccc(C)cc1	i	-2	i	7	i	-7	i	0	-1	i	i
CC(=O)OC(/C(O)=C(\C#N)c1nc2ccccc2[nH]1)c1ccccc1 (configuration not stated)	i	-2	i	-2	i	7	i	0	-12	i	i
CC(=O)c1ccc(NC(=O)CSC(C)C)cc1	i	3	i	-2	i	-1	i	-2	-7	i	i
COc1ccc(/C=N/NC(=O)C(C)N(c2ccc(OC)cc2)S(C)(=O)=O)cc1 (configuration not stated)	i	-1	i	-2	i	10	i	3	-4	i	i
CC(=O)NC1C(OCc2ccccc2)OC2COC(c3ccccc3)OC2C1OCC(=O)O (configuration not stated)	i	0	i	0	i	-5	i	-1	0	i	i
O=C(O)CC(NCc1ccco1)C(=O)OCCc1ccccc1 (configuration not stated)	i	1	i	-3	i	-1	i	5	-7	i	i
O=C1Cc2cc(NS(=O)(=O)c3ccc([N+](=O)[O-])cc3)cc3c2N1CCC3	i	1	i	-7	i	-2	i	5	-10	i	i
CCC(=O)N/N=c1/sc2ccccc2n1C	i	7	i	-6	i	5	i	-1	-5	i	i
O=C(NCc1ccccc1)C1CC(=O)N(c2ccc(OCC(=O)N3CCOCC3)cc2)C1 (configuration not stated)	i	-1	i	-1	i	-2	i	-1	-7	i	i
Nc1c(C(=O)c2ccccc2)oc2ccc(Br)cc12	i	0	i	-2	i	-1	i	15	-6	i	i
COC(=O)c1ccccc1NC(=O)Cn1cnc2ccc(S(=O)(=O)N3CCC(C)CC3)cc2c1=O	i	2	i	-2	i	2	i	-10	-1	i	i
COc1ccc(NC(=O)NNC(=O)C(C)Oc2ccc(C(C)C)cc2)c(OC)c1 (configuration not stated)	i	-4	i	-1	i	2	i	-3	-5	i	i
COc1ccc(-n2c(=S)[nH]c3ncccc3c2=O)cc1	i	1	i	-1	i	5	i	6	-6	i	i
CCC1=C(OC(=O)N(CC)CC)N2C(=O)OC(=NCC3CC3)[C@]2(Cc2ccccc2)[C@H]2C1=CC[C@H]1C(=O)N(CC)C(=O)[C@H]12	i	2	i	-1	i	11	i	7	-4	i	i
Cc1ccc(-c2nn(-c3ccccc3)cc2CNCc2ccccc2)cc1	i	-1	i	0	i	5	i	0	-24	i	i
CC(=O)Nc1ccc(S(=O)(=O)/N=C2\SCCN2S(=O)(=O)c2ccc(NC(C)=O)cc2)cc1	i	1	i	-2	i	17	i	5	-7	i	i
CCC1S/C(=N/N=C/c2ccco2)N(Cc2ccccc2C)C1=O (configuration not stated)	i	-2	i	0	i	2	i	x	-10	i	i
COC(=O)c1ccc(CN2[C@H](C(=O)OC)C[C@@]3(O)[C@@H](O)[C@@H](O)[C@@H](O)C[C@@H]23)cc1	i	5	i	-1	i	1	i	-2	-5	i	i
CC(C)=CCCC(C)CN1CCC(n2nccc2NC(=O)c2ccc3c(c2)OCO3)CC1 (configuration not stated)	i	-1	x	-2	i	2	i	x	-11	i	i

2 compounds picked at random from the list so far, as already listed:
SMILES	KCNK3 block	GSK3B inh	PolyA inh	GSK3A inh	KCNQ1 pot	HDAC3 inh	KCNK9 inh	DYRK1A inh	hERG rescue	RGS4 pot	KCNQ1 inh
Cc1ccc(-c2nn(-c3ccccc3)cc2CNCc2ccccc2)cc1	i	-1	i	0	i	5	i	0	-24	i	i
O=c1[nH]c2ccc(S(=O)(=O)N3CCN(c4ccc(F)cc4)CC3)cc2o1	i	1	i	-4	i	3	i	-9	-6	i	i

(next part)
SMILES	KCNK3 block	GSK3B inh	PolyA inh	GSK3A inh	KCNQ1 pot	HDAC3 inh	KCNK9 inh	DYRK1A inh	hERG rescue	RGS4 pot	KCNQ1 inh
Cc1ccc(S(=O)(=O)N(CC(=O)N/N=C/c2cccc(C)c2)c2cccc3cccnc23)cc1	i	0	i	-5	i	-2	i	-5	-8	i	i
CC(C)(C)OC(=O)CNC(=O)c1nc[nH]c1C(=O)NCC(=O)OC(C)(C)C	i	1	i	-1	i	6	i	4	-4	i	i
CC(CS(=O)(=O)c1cccc2cccnc12)N1CCCCC1 (configuration not stated)	i	-1	i	-5	i	3	i	3	-7	i	i
Cc1cc(C)nc(SC(C)C(=O)O)n1 (configuration not stated)	i	0	i	0	i	-2	i	20	-5	i	i
Cc1ccc2nc(NC(=O)C3CCCN(S(=O)(=O)c4cccc5nonc45)C3)sc2c1 (configuration not stated)	x	8	i	-1	i	-8	i	x	-11	i	i
CC(=O)C(c1ccccc1)C(c1ccccc1)C(C)[N+](=O)[O-] (configuration not stated)	i	1	i	x	i	4	i	-4	-5	i	i
CCOc1ccc(S(=O)(=O)N2CCCC(C(=O)NCCN3CCOCC3)C2)cc1Cl (configuration not stated)	i	1	i	-1	9*	8	i	-6	-7	i	i
COc1ccc(NC(=O)c2cc(C)nc3ccccc23)c(OC)c1	i	-2	i	-1	i	3	i	3	-9	i	i
Cc1cc(=O)c2cc(Cl)ccc2[nH]1	i	1	i	1	i	6	i	29	-5	i	i
COc1ccc(CNc2nc(SCC(=O)NCc3ccco3)nc3ccccc23)cc1	i	-1	i	-1	i	-4	i	1	-12	i	i
COCCNC(=O)C(c1ccc(C)o1)N(Cc1ccccc1)C(=O)Cn1nnc2ccccc21 (configuration not stated)	i	-3	i	1	i	-5	i	-3	-2	i	i
COCc1cc(=O)n2[nH]c(SCc3ccccc3)nc2n1	i	2	i	x	i	-7	i	-2	1	i	i
O=C(c1cccs1)N(CCN1CCCCC1)CC1CCCN(C2CCCC2)C1 (configuration not stated)	i	2	i	0	i	2	i	-2	-3	i	i
Cc1ccc(C(=O)Nc2ccccc2C(=O)O)cc1S(=O)(=O)NC1CCCCC1	i	-1	i	-3	i	-5	i	-9	-11	i	i
CCCC(=O)OCC(=O)Nc1ccccc1C#N	i	3	i	-3	i	-2	i	x	-5	i	i

KCNQ1 pot, entries above that show a hit
canonical_smiles	KCNK3 block	GSK3B inh	PolyA inh	GSK3A inh	KCNQ1 pot	HDAC3 inh	KCNK9 inh	DYRK1A inh	KCNQ1 inh
CCOc1ccc(S(=O)(=O)N2CCCC(C(=O)NCCN3CCOCC3)C2)cc1Cl (configuration not stated)	i	1	i	-1	9*	8	i	-6	i

Further records follow.
SMILES	KCNK3 block	GSK3B inh	PolyA inh	GSK3A inh	KCNQ1 pot	HDAC3 inh	KCNK9 inh	DYRK1A inh	hERG rescue	RGS4 pot	KCNQ1 inh
COc1ccc(C)c2sc(N(CCCN(C)C)C(=O)c3ccc(S(=O)(=O)N4CCc5ccccc5C4)cc3)nc12	i	-2	i	-4	i	4	i	5	-18	i	i
COc1cccc(N2CCN(S(=O)(=O)c3ccc(-n4cnnn4)cc3)CC2)c1	i	-3	i	-5	i	3	i	-9	-3	i	i
Cc1cc(C(=O)OCC(=O)Nc2sc3c(c2C#N)CCC(C)C3)c2ccccc2n1 (configuration not stated)	i	-2	i	0	i	7	i	-5	-3	i	i
CCN(CC)c1ccc(SS(=O)(=O)O)cc1	i	-1&-1	i	-7&-3	i	3&4	i	7&-1	-6&-5	i	i
Cc1cccc(COc2ncnc3nc[nH]c23)c1	i	-6	i	7	i	-2	i	10	-7	i	i
Cc1cc(C)n(Cc2ccc(Cl)cc2Cl)c(=O)c1S(=O)(=O)c1ccccc1	i	0	i	-1	i	0	-12*	5	-15	i	8*
Cc1ccc(CSCC2Nc3ccc(C(=O)N4CCN(c5ccc(F)cc5)CC4)cc3NC2=O)cc1 (configuration not stated)	i	3	i	0	i	1	i	-7	-4	i	i
Cc1ccc(/C=N/n2c(-c3ccco3)n[nH]c2=S)s1	i	4	i	-2	i	8	i	4	-14	i	i
